Bioassay records from PubChem.
C diff growth = C. difficile growth inhibitors, primary screen, HTS. growth activity, negative = inhibition, % at 16 µg/mL (by protocol). Clostridium difficile clinical isolate growth, OD600, 24 h; hits give low values. 86,000 tested, 0.25% active. AID 1259249, 2017;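 active means mean growth activity at or below -80% and every replicate also at or below -80%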;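 further: 0% = DMSO wells and -100% = levofloxacin 16 µg/mL wells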
KDM4C inh = inhibitors of GASC-1 (KDM4C) histone demethylase, primary screen, biochemical, single concentration HTS; GST-KDM4C 2-372, H3K9me3 peptide, LANCE TR-FRET; Lysine-specific demethylase 4C (Homo sapiens), Q9H3R0; 96,000 tested, 0.15% active; inhibition, % at 12.5 µM;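 active means mean replicate inhibition above about 25%, with at least 55% of replicates also reaching it, limit read from the data, passing the limit was not always enough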
Target sequence (Q9H3R0 2-372 limits assumed): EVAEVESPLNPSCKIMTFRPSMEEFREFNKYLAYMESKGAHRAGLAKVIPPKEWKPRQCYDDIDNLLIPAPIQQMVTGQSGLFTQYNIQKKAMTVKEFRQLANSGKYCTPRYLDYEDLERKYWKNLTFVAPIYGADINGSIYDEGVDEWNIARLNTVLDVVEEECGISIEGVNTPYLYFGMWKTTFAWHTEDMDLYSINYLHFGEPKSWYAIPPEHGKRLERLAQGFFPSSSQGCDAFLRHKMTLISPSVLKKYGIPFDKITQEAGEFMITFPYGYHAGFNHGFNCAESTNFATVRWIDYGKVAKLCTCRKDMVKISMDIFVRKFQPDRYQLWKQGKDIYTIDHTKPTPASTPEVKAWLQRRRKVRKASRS
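material = GST-tagged GASC-1 (JMJD2C) catalytic fragment, aa 2-372 | amount = enzyme final amount 10 nM | medium = HEPES buffer, pH 7.5, plus ascorbate | also added = H3K9me3 peptide substrate, Fe(II), 2-oxoglutarate | dosing = single dose | times = 30 min demethylation and 1 h detection at room temperature | detection = LANCE TR-FRET | read-out basis = Fall in 671/618 emission ratio as inhibition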
Pf Dd2 inh = P. falciparum Dd2 growth inhibitors, primary screen, SYBR Green fluorescence, single dose replicates; 72 h; hits give low values; activity change, % at 10 µM; 94,000 tested, 2.3% active; in the data active means activity change below about -80%
Tcruzi prolif = T. cruzi intracellular proliferation inhibitors, primary screen, cell-based, beta-gal Tulahuen parasites, NIH3T3 host, luminescence; T. cruzi beta-gal in NIH3T3, GalScreen luminescence, 90 h; inhibition, % at 8.34 µM; 77,000 tested, 5.9% active; AID 624255, 2012;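 active means mean inhibition above about 93%, with at least 55% of replicates each passing it, limit read from the data, passing the limit was not always enough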
* hit, by the source's call; · = no result given; & = joins results of further samples. Rows were taken by chance. About 7% of those tested had a hit in this group.

SMILES	C diff growth	KDM4C inh	Pf Dd2 inh	Tcruzi prolif
O=C(C[C@H]1C[C@@H]2c3cc(NS(=O)(=O)c4ccc(F)cc4)ccc3O[C@@H]2[C@H](CO)O1)NCc1ccccc1F	3.4	-2.1	-15.5	10.6
CO[C@@H]1CN(C)C(=O)c2ccc(NC(=O)NC(C)C)cc2OC[C@@H](C)N(C(=O)NC(C)C)C[C@H]1C	-9.4	0.4	14.1	-18.1
CN1C(=O)c2cc(NC(=O)c3cccs3)ccc2OC[C@H]2O[C@H](CC(=O)NCC(F)(F)F)CC[C@@H]21	-3.4	-0.4	3.3	65.2
CCCN1C[C@@H](C)[C@H](OC)CN(C)C(=O)c2cc(NS(=O)(=O)c3ccccc3)ccc2OC[C@H]1C	·	0.7	-65.8	91.4*
C[C@H]1CCCCO[C@H](CN(C)CC2CCCCC2)[C@@H](C)CN([C@@H](C)CO)C(=O)c2cc(NC(=O)c3ccncc3)ccc2O1	·	0.7	-2.7	52.1
O=C(C[C@@H]1C=C[C@H](NS(=O)(=O)c2ccc(F)cc2)[C@H](CO)O1)NC1CCC1	2.0	1.1	6.3	·
CC(C)NC(=O)Nc1ccc2c(c1)C(=O)N([C@@H](C)CO)C[C@H](C)[C@@H](CN(C)Cc1ccccc1)O2	-2.9	0.0	-31.6	-23.8
CN(C)CC#Cc1ccc([C@H]2[C@@H](CO)N3CCCCN(CC4CC4)C[C@H]23)cc1	10.4	3.2	9.9	43.1
C[C@H](CO)N1C[C@H](C)[C@H](CN(C)C(=O)c2ccncc2)Oc2ncc(C3=CCCCC3)cc2C1=O	-3.6	2.4	5.6	30.2
COC(=O)c1ccc(CN2CC(=O)N3[C@H](CO)[C@H](c4ccc(-c5cccnc5)cc4)[C@@H]3C2)cc1	-3.8	-1.4	-19.6	·
CO[C@@H]1CN(C)C(=O)c2ccc(NC(=O)C3CCC3)cc2OC[C@H](C)N(Cc2ccc(F)cc2)C[C@@H]1C	·	0.1	·	19.4
C[C@@H]1CN([C@@H](C)CO)C(=O)c2cccc(NC(=O)Nc3ccc(F)cc3)c2O[C@H]1CN(C)C(=O)Nc1cccc2ccccc12	9.7	0.8	-12.1	35.2
O=C(N[C@H]1C=C[C@@H](CC(=O)N2CCOCC2)O[C@@H]1CO)c1ccccn1	-0.9	-2.9	24.4	-28.2
C[C@H]1CN([C@@H](C)CO)C(=O)c2cc(C#CCN(C)C)cnc2O[C@H]1CN(C)C(=O)NC1CCCCC1	-2.9	3.8	36.5	-29.4
COc1ccccc1CN1C[C@@H]2N[C@H](C1)C2c1ccc(-c2cccc(C#N)c2)cc1 (stereo partly specified)	31.2&-6.5	-1.1&1.2	-23.8&-54.4	·
C[C@@H]1CN([C@@H](C)CO)C(=O)Cc2cc(NC(=O)CCC(F)(F)F)ccc2O[C@@H]1CN(C)S(=O)(=O)c1ccc(F)cc1	-9.4	-3.5	16.2	-17.5
C[C@H](CO)N1C[C@H](C)[C@H](CN(C)C(=O)c2ccccc2F)Oc2ncc(C#C[C@@H](C)O)cc2C1=O	1.5	-0.1	·	0.3
C[C@H](CO)N1C[C@H](C)[C@H](CN(C)C(=O)c2ccncc2)OCCCC[C@H](C)Oc2ccc(NC(=O)C3CCCCC3)cc2C1=O	-3.5	1.5	-1.9	15.7
C[C@@H]1CN([C@@H](C)CO)C(=O)c2cc(-c3ccc(F)cc3)cnc2O[C@H]1CN(C)Cc1ccc(F)cc1	12.4	3.0	-45.8	42.1
CC(C)NC(=O)N[C@H]1CC[C@H](CCNC(=O)C2CCC2)O[C@@H]1CO	-1.5	-1.6	-8.4	·
C[C@@H]1CN([C@@H](C)CO)C(=O)c2cccc(NS(C)(=O)=O)c2O[C@@H]1CN(C)CC1CCCCC1	2.7	-0.8	-10.5	4.1
C[C@H]1CN([C@@H](C)CO)C(=O)Cc2cc(NC(=O)c3ccncc3)ccc2O[C@H]1CN(C)Cc1ccc(C(=O)O)cc1	1.4	3.5	16.2	·
C[C@@H]1CN([C@@H](C)CO)C(=O)c2cc(NS(=O)(=O)c3cccs3)ccc2O[C@@H](C)CCCCO[C@H]1CN(C)S(=O)(=O)c1ccc(Cl)cc1	-0.8	1.3	·	92.9
COCC#Cc1ccc2c(c1)O[C@H](CN(C)C(=O)CN(C)C)[C@H](C)CN([C@@H](C)CO)S2(=O)=O	-6.4	1.3	23.5	-69.9
COc1ccccc1S(=O)(=O)N[C@@H]1CC[C@H](CCNC(=O)C2CCOCC2)O[C@@H]1CO	4.5	-0.3	-13.6	9.5
Cc1ccc(S(=O)(=O)N(C)C[C@H]2Oc3ccc(NC(=O)NC(C)C)cc3CC(=O)N([C@H](C)CO)C[C@@H]2C)cc1	-5.8	0.1	-55.8	14.3
C[C@@H]1CCCCO[C@H](CN(C)Cc2ccc3c(c2)OCO3)[C@H](C)CN([C@H](C)CO)C(=O)c2cc(NC(=O)Nc3ccc(F)cc3)ccc2O1	2.4	-3.9	-73.8	96.0*
CO[C@@H]1CN(C)C(=O)c2ccc(NC(=O)CC(F)(F)F)cc2OC[C@@H](C)N(C(=O)C2CCOCC2)C[C@@H]1C	-4.7	-0.1	52.0	·
Cc1ccc(S(=O)(=O)Nc2ccc3c(c2)C(=O)N([C@@H](C)CO)C[C@@H](C)[C@@H](CN(C)Cc2ccc(C(=O)Nc4ccccc4N)cc2)O3)cc1	-6.2	6.8	-61.1	32.8
CO[C@H]1CN(C)C(=O)c2ccc(NC(C)=O)cc2OC[C@@H](C)N(C(=O)C2CCCCC2)C[C@H]1C	·	4.9	·	48.3
C[C@@H]1CN([C@@H](C)CO)C(=O)Cc2cc(NC(=O)Nc3ccccc3)ccc2O[C@@H]1CN(C)Cc1ccc(C(F)(F)F)cc1	3.0	-1.1	3.1	85.8
O=C(N[C@@H]1CC[C@H](CCNC(=O)C2CCCC2)O[C@H]1CO)c1ccccn1	-1.7	0.4	3.4	·
O=C([C@H]1[C@H](CO)[C@H]2Cn3c(cccc3=O)[C@H]2N1Cc1ccccc1Cl)N1CCOCC1	-5.7	3.1	24.2	-44.7
CCCNC(=O)C[C@@H]1C[C@H]2c3cc(NC(=O)Cc4ccncc4)ccc3O[C@H]2[C@H](CO)O1	-1.7	1.3	41.5	5.7
C[C@H](CO)N1C[C@H](C)[C@@H](CN(C)C(=O)CCCN(C)C)OCCCC[C@H](C)Oc2ccc(NC(=O)CCC(F)(F)F)cc2C1=O	-2.1	-0.6	13.0	24.7
O=C(C[C@H]1C=C[C@H](NS(=O)(=O)c2ccc(F)cc2)[C@@H](CO)O1)NCc1ccccc1F	0.7	-1.5	-3.5	·
C[C@H](CO)N1C[C@H](C)[C@H](CN(C)S(=O)(=O)c2ccccc2)Oc2c(NC(=O)C3CCOCC3)cccc2C1=O	8.7&4.0	1.8	-0.3	·
C[C@@H]1CN([C@@H](C)CO)S(=O)(=O)c2ccc(C#CCN(C)C)cc2O[C@H]1CN(C)CC1CCCC1	5.8	-0.2	-82.6*	88.2
CN1CCN(C(=O)C[C@@H]2CC[C@@H](NC(=O)Nc3ccccc3F)[C@H](CO)O2)CC1	-0.1	-1.4	3.9	29.6
Cc1ccccc1-c1cnc2c(c1)C(=O)N([C@@H](C)CO)C[C@@H](C)[C@H](CN(C)C(=O)c1ccccc1)O2	4.5	2.5	-54.8	11.8
O=C(NC[C@@H]1N[C@@H](CO)[C@H]1c1ccc(C2=CCCCC2)cc1)c1ccc(F)cc1	11.3	-0.1	-14.1	92.4
C[C@@H]1CN([C@H](C)CO)C(=O)c2cc(NC(=O)c3ccccc3)ccc2O[C@@H](C)CCCCO[C@H]1CN(C)C(=O)Nc1ccc(C(F)(F)F)cc1	-4.4	-0.3	-17.5	71.0
C[C@@H]1CN([C@H](C)CO)C(=O)c2cc(C#CCN(C)C)cnc2O[C@H]1CN(C)Cc1ccccc1F	-1.3	3.9	-10.4	100.9*
COc1ccc(C(=O)N2C[C@@H]3[C@H](c4ccccc42)[C@@H](CO)N3C(=O)Cc2ccccn2)cc1	9.2	0.2	-2.9	-5.6
COc1cccc(S(=O)(=O)N[C@H]2C=C[C@@H](CC(=O)NCc3ccc(Cl)cc3)O[C@H]2CO)c1	-7.6	-1.7	9.5	-13.1
CCCNC(=O)[C@H]1[C@H](CO)[C@H]2Cn3c(ccc(/C=C/c4ccccc4)c3=O)[C@H]2N1CC	9.2	2.5	·	28.1
COc1ccccc1-c1ccc2c(c1)O[C@H](CN(C)S(=O)(=O)c1ccc(C)cc1)[C@@H](C)CN([C@H](C)CO)S2(=O)=O	9.3	-2.9	-80.6*	124.5*
COc1ccc(S(=O)(=O)N(C)C[C@@H]2Oc3cc(C4=CCCC4)ccc3S(=O)(=O)N([C@@H](C)CO)C[C@H]2C)cc1	8.7	-1.1	-46.1	42.0
COc1ccc(S(=O)(=O)Nc2cccc3c2O[C@@H](CN(C)C(=O)Nc2ccc(C(F)(F)F)cc2)[C@H](C)CN([C@@H](C)CO)C3=O)cc1	4.0	0.7	-9.3	33.4
C[C@H]1CN([C@@H](C)CO)C(=O)c2cccc(NC(=O)c3ccncc3)c2O[C@@H]1CN(C)Cc1ccccc1	-3.1	2.4	-21.2	64.5
CO[C@@H]1CN(C)C(=O)c2ccc(NC(=O)c3cccc(F)c3)cc2OC[C@@H](C)N(CC2CC2)C[C@@H]1C	-0.3	0.5	-23.3	-44.0
C[C@@H]1CN([C@@H](C)CO)S(=O)(=O)c2ccc(C3=CCCCC3)cc2O[C@@H]1CN(C)C(=O)C1CCOCC1	-3.2	0.8	15.8	·
C/C=C/c1ccc([C@H]2[C@@H](CO)N(Cc3cncnc3)C23CN(C(C)=O)C3)cc1	4.7	-1.1	-12.4	·
C[C@H](CO)N1C[C@H](C)[C@@H](CN(C)C(=O)Nc2ccc(C(F)(F)F)cc2)Oc2ccc(NC(=O)Cc3cn(C)c4ccccc34)cc2C1=O	-1.8	·	2.3	52.6
